# Screening data from PubChem.
# Rac1 GTP hydrolysis = MgcRacGAP GTPase-activating activity inhibitors, confirmation, biochemical, ADP Hunter fluorescence; one-dose inhibition, % at 30 µM; IC50 in µM for titrated hits; MgcRacGAP-stimulated Rac1 GTP hydrolysis, ADP Hunter fluorescence; higher % means a stronger effect; GST-tagged Rac1 F28L mutant substrate; 0.6% of 340,000 active;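 active means first-screen hits whose inhibition reached a set limit at any dose in the follow-up dose series; inconclusive means inhibition above the set first-screen limit but never retested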;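 further: fluorescence reports GDP produced by GAP-driven GTP hydrolysis; strong numbers were not always called active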
# K1F lysis inhibition = inhibition of K1F phage lysis, E. coli UTI89, bacterial capsule biogenesis inhibitors, alamar blue (AID 488966); E. coli UTI89 K1F phage lysis, alamar blue, 2 h; higher % means a stronger effect; inhibition, % at 100 µM; hits with a dose series show IC50 in µM; 0.02% of 340,000 active;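 active means phage lysis inhibition, versus mean bacterial control, above a set limit; inconclusive means no clear call, values can overlap the other calls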;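 further: capsule biogenesis inhibitors block K1F phage lysis so surviving cells raise fluorescence; higher fluorescence means more inhibition of phage lysis; actives were called in the ten point dose series up to 300 µM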
# Siah-1 displacement = blockers of Siah-1 interaction with plectin peptide – biochemical, fluorescence polarization, rhodamine-plectin, uHTS, primary screen (AID 1817); Siah-1 / rhodamine-plectin peptide fluorescence polarization; higher % means a stronger effect; 0.02% of 290,000 active; displacement, % at 20 µM, or IC50 in µM where a hit was titrated;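 active means displacement of at least 50% at 20 µM, with a fluorescence ratio check between 0.3 and a set limit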;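 further: plate controls were Siah plus tracer with DMSO for no effect and tracer alone without Siah for full effect; strong numbers were not always called active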
# Large T inhibition = TAg ATPase/helicase activity blockers – biochemical (AID 1903); 0.39% of 310,000 active; inhibition, % at 20 µM, or IC50 in µM where a hit was titrated; SV40 large T antigen ATPase/helicase inhibition assay; higher % means a stronger effect; in the data active means a potency from the dose series; inconclusive means inhibition mostly from about 32% at the one dose, without a potency; inactive means the rest, 99 in 100 with inhibition below about 32%; further: strong numbers were not always called active
# RSV antiviral HEp-2 = inhibition of RSV-induced cytopathic effect – HEp-2 cells, primary 10 µM value included (AID 2391) | 0.13% of 310,000 active | HEp-2 cells, RSV-induced CPE inhibition; higher % means a stronger effect | CPE inhibition, % at 10 µM, or IC50 in µM where a hit was titrated; in the data active means a potency from the dose series; inconclusive means CPE inhibition mostly from about 23% at the one dose, without a potency; inactive means the rest, 99 in 100 with CPE inhibition below about 21%; further: strong numbers were not always called active
# Dengue-2 NS5 capping = Dengue-2 NS5 methyltransferase inhibitors, primary screen, biochemical, confirmation dose response (AID 588689) | Dengue-2 NS5 methyltransferase capping enzyme assay, biochemical; higher % means a stronger effect | inhibition, % at 25 µM, or IC50 in µM where a hit was titrated | 0.3% of 340,000 active; in the data active means a potency from the dose series; inconclusive means inhibition above about 29% without an active follow-up result
# West Nile antiviral = West Nile virus antiviral activity, cell-based, CPE readout (AID 1621) | West Nile virus-infected cells, CPE inhibition; higher % means a stronger effect | 0.02% of 290,000 active | CPE inhibition, % at 10 µM, or IC50 in µM where a hit was titrated; in the data active means a potency from the dose series; inconclusive means CPE inhibition mostly from about 3.7% at the one dose, without a potency; inactive means the rest, 99 in 100 with CPE inhibition below about 2.2%; further: strong numbers were not always called active
# NTR1 agonist = agonists of NTR1, primary screen, imaging, U2OS cells, beta-arrestin-GFP, high content (AID 493036); NTR1-U2OS beta-arrestin-GFP spot imaging, agonist mode; activation, % at 20 µM; 0.17% of 330,000 active;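 active means activation at or above 40% of the spot to cytoplasm intensity ratio, with at least 20 cells analyzed; inconclusive means wells under 20 cells, flagged as cytotoxic or low count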;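 further: 0% = DMSO without peptide and 100% = 100 nM NTR1 peptide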
# Target sequence (P30989 whole entry, looked up): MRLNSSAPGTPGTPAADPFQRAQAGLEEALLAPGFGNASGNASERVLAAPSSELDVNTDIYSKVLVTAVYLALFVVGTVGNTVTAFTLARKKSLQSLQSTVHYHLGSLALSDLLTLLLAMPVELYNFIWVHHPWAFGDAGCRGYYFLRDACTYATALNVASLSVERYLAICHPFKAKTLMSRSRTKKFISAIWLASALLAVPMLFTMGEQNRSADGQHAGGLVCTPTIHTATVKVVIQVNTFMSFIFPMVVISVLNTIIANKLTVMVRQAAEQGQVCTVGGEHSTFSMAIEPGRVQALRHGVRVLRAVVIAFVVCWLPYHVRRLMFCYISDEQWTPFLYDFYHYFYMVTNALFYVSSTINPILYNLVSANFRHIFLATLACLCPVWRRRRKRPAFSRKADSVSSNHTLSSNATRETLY
# AID2073 = disruptors of CaV2.2 binding to Mint1 – biochemical, HTRF (AID 2073) | HTRF protein-protein interaction, Mint1-CaV2.2; higher % means a stronger effect | one-dose inhibition, % at 20 µM; IC50 in µM for titrated hits | 0.19% of 290,000 active; in the data active means inhibition mostly above about 51%, no sharp cut-off; inconclusive means no clear call, values can overlap the other calls; inactive means mostly below about 53%; further: some results filed as inactive read as strong as hits
# NTR1 agonist cell count 20 µM = second read-out of NTR1 agonist, no call of its own (marks repeat the call); cell count; measured here: cell count, cytotoxicity flag
# Dengue-2 NS5 capping pilot replicate = recorded beside Dengue-2 NS5 capping, whose call it bears; inhibition, %; measured here: pilot screen replicate inhibition
# The depositor's hits bear a star; ? = inconclusive; . = not tested or not shown; [ ] = another dose, or the depositor's remark. Some of the compounds tested; the hit share may differ from the screen's.
SMILES,Rac1 GTP hydrolysis,K1F lysis inhibition,Siah-1 displacement,Large T inhibition,RSV antiviral HEp-2,Dengue-2 NS5 capping,West Nile antiviral,NTR1 agonist,NTR1 agonist cell count 20 µM,AID2073,others
C/C=C(\C)C(=O)OC1C(C)=C2C(C1OC(=O)CCCCC)C(C)(OC(C)=O)CC(OC(=O)CCC)C1(O)C2OC(=O)C1(C)O (stereo not given),.,.,15.6%,18.6%,-2.1%,.,1.6%,25.5,72,26.1%,
O=c1nc(/C=C/c2ccc(Cl)cc2Cl)cc(C(F)(F)F)[nH]1,16.4%,0.2%,-0.4%,21.7%,-2.3%,68.2µM*,-1.2%,5.0,46,1.9%,
Cc1nnc2ccc(-c3cccc(C(F)(F)F)c3)nn12,3.9%,4.1%,.,24.6%,3.2%,1.5%,-0.7%,0.7,66,.,
CCCNC(=O)N1[C@H]2CC[C@@H]1C(C(=O)OC)=C(c1ccc3ccccc3c1)C2,-3.3%,-1.1%,.,.,0.2%,-4.8%,.,-1.0,59,.,
COc1ccccc1C(=O)Nc1ccc2c(c1)CC1(C(=O)N(C)C(=O)N(C)C1=O)C1CCCN21 (stereo not given),8.4%,0.5%,0.8%,6.5%,2.4%,-5.3%,-0.8%,-0.1,68,39.1%,
CC[C@@H](CO)C1CC2NC3CC4(c5ccccc5N(C)[C@@H]24)C(O)C31 (stereo not given in full),0.6%,2.5%,.,8.4%,0.0%,0.7%,-0.3%,1.6,109,.,
COc1ccc(OC)c(NP(=O)(Oc2ccccc2)Oc2ccccc2)c1,0.3%,1.1%[50 µM],4.3%,-0.8%,2.2%,0.7%,0.1%,.,.,6.9%,
Cc1cccc2c1=NC(=O)/C(=C/c1c(O)[nH]c(=O)[nH]c1=O)C=2,9.4%,5.3%,1.3%,32.5%,3.0%,6.6%,-0.2%,-0.7,54,61.6%,
CCOC(=O)Cn1cc(C(=O)c2ccccc2F)c2ccccc21,2.2%,3.9%,-3.1%,6.2%,0.6%,-3.7%,-0.2%,-0.8,97,-2.7%,
CCOC(=O)c1c(C)n(Cc2ccccc2)c2ccc(O)cc12,11.9%,0.3%,-1.5%,0.2%,1.2%,-4.4%,-0.6%,15.3,60,4.8%,
N#Cc1cc2c(nc1SCC(=O)Nc1cc(Cl)ccc1Cl)C1CCN2CC1,-0.2%,0.3%,17.3%,9.1%,-0.5%,-7.5%,-1.2%,-0.7,68,9.2%,
COC(=O)C1=C(c2ccc(S(C)(=O)=O)cc2)C[C@@H]2CC[C@H]1N2C(=O)N1CCOCC1,5.9%,-0.5%,.,17.7%,1.0%,-5.5%,-0.1%,0.0,84,.,
CCOc1ccc(-n2c(O)c(N=Nc3ccc([N+](=O)[O-])cc3)c(=O)[nH]c2=O)cc1,1.0%,-0.2%,-5.0%,5.3%,-0.1%,-8.0%,0.9%,1.6,38,-13.1%,
CCOC(=O)[C@@]12C(=O)C(=O)N[C@]1(c1ccccc1)C1OCCCC12 (stereo not given in full),0.3%,1.7%[50 µM],-0.6%,6.8%,2.5%,1.9%,0.0%,-1.1,66,-3.0%,
COC(=O)C1=C(c2cccc(OC)c2OC)C[C@@H]2CC[C@H]1N2C,-0.6%,0.4%,.,.,1.1%,-5.6%,.,-0.9,58,.,
COc1ccccc1N=Cc1c(O)n(C)c(=O)n(C)c1=O,7.2%,2.5%,3.7%,8.5%,0.8%,-7.2%,.,-1.2,59,6.9%,
Cc1cc(C)n2nc(SC(C)C(=O)N3CCC4(CC3)OCCO4)nc2n1 (stereo not given),5.3%,0.2%,-3.0%,20.4%,1.2%,-6.2%,1.0%,-0.3,54,4.0%,
O=C(Cn1cnc2ccccc2c1=O)NCC(=O)N1CCC2(CC1)OCCO2,-0.6%,0.4%,1.2%,2.1%,1.9%,-4.2%,0.3%,-1.4,62,0.5%,
CN(C)C(=O)Oc1ccc2c(c1)O/C(=C\c1cccc(Cl)c1)C2=O,9.1%,-0.1%,12.2%,8.9%,16.0%,2.0%,-0.5%,4.0,96,21.3%,
CCN(CC)c1ccc([N+](=O)[O-])c2cccnc12,-0.5%,-0.3%,7.5%,9.3%,26.0%,-9.6%,-0.3%,3.1,50,7.5%,
COC(=O)c1ccccc1OP(=O)(c1cccc([N+](=O)[O-])c1)c1cccc([N+](=O)[O-])c1,13.3%,-0.1%,16.5%,4.7%,1.7%,4.6%,0.2%,-0.5,48,3.9%,
O=[N+]([O-])c1ccc(C[n+]2c(-c3ccccc3)cc(-c3ccccc3)cc2-c2ccccc2)cc1,8.3%,-0.2%,.,11.1%,0.0%,-12.0%,.,0.2,65,.,
Cc1cc(C)cc(NC2=NCCCS2)c1,-4.6%,-0.6%,4.0%,3.4%,3.1%,-3.9%,-0.7%,2.0,44,-0.8%,
Cn1c(=O)c2nncnc2n(C)c1=O,7.7%,1.8%,-4.3%,9.9%,0.4%,5.9%,-0.3%,-0.8,42,-3.5%,
CCCCNC(=O)Nc1ccc(C(O)(C(=O)OCC)C(F)(F)F)cc1 (stereo not given),-0.4%,0.1%,-8.3%,0.7%,1.6%,-1.6%,-0.2%,-1.2,64,-0.9%,
CN(C)c1cc(N)c2c(n1)CCC2 (tested in a mixture with another compound),10.3%,0.1%,2.4%,17.6%,0.1%,2.3%,-0.5%,-3.4,93,?,
O=c1[nH]c(=S)[nH]c(O)c1N=Nc1ccc(SC(F)F)cc1,11.6%,0.1%,9.3%,20.6%,1.1%,7.2%,0.1%,-0.1,62,-9.6%,
O=C1CC2OCC=C3CN4CCC56c7cc([N+](=O)[O-])ccc7N1C5C2C3CC46 (stereo not given),10.4%,0.3%,24.2%,0.1%,-1.1%,-6.3%,-0.5%,0.0,98,-8.8%,
Cc1ccc(S(=O)(=O)Cc2ccc(C(=O)N3CCC4(CC3)OCCO4)o2)cc1,10.0%,0.5%,-5.1%,12.4%,0.1%,0.7%,-0.3%,-0.8,82,4.2%,Dengue-2 NS5 capping pilot replicate=-3.3
NC12CN3CN(CN(C3)C1)C2 (tested in a mixture with another compound),3.7%,2.7%,2.2%,21.6%,-0.1%,-2.0%,-0.2%,1.6,51,4.2%,

# Molecules from the list above containing a Cl atom (3):
SMILES,Rac1 GTP hydrolysis,K1F lysis inhibition,Siah-1 displacement,Large T inhibition,RSV antiviral HEp-2,Dengue-2 NS5 capping,West Nile antiviral,NTR1 agonist,NTR1 agonist cell count 20 µM,AID2073,others
O=c1nc(/C=C/c2ccc(Cl)cc2Cl)cc(C(F)(F)F)[nH]1,16.4%,0.2%,-0.4%,21.7%,-2.3%,68.2µM*,-1.2%,5.0,46,1.9%,
N#Cc1cc2c(nc1SCC(=O)Nc1cc(Cl)ccc1Cl)C1CCN2CC1,-0.2%,0.3%,17.3%,9.1%,-0.5%,-7.5%,-1.2%,-0.7,68,9.2%,
CN(C)C(=O)Oc1ccc2c(c1)O/C(=C\c1cccc(Cl)c1)C2=O,9.1%,-0.1%,12.2%,8.9%,16.0%,2.0%,-0.5%,4.0,96,21.3%,

# New compounds follow.
SMILES,Rac1 GTP hydrolysis,K1F lysis inhibition,Siah-1 displacement,Large T inhibition,RSV antiviral HEp-2,Dengue-2 NS5 capping,West Nile antiviral,NTR1 agonist,NTR1 agonist cell count 20 µM,AID2073,others
COc1ccccc1N1CCN(C2CCCN(C(=O)COc3ccccc3Cl)C2)CC1 (stereo not given),1.2%,2.1%,-10.0%,.,.,-1.0%,-1.9%,0.9,55,7.8%,
O=c1c2ccccc2nc(-c2ccccc2)n1-c1ccccn1,2.4%,0.1%,-1.3%,4.6%,1.0%,0.7%,-0.9%,-0.4,60,10.3%,
Oc1c(Br)cc(Br)cc1CN1CCN(Cc2ccccc2)CC1,7.3%,2.5%,7.7%,12.8%,1.5%,-4.8%,-0.3%,1.9,80,-0.8%,
CCCn1cc(CN2CCCC(C(=O)c3cccc(OC)c3)C2)c(C)n1 (stereo not given),3.2%,1.3%,15.1%,1.6%,0.4%,0.0%,-0.8%,-0.5,73,0.1%,
CCC(=NCc1ccco1)c1c(O)n(-c2ccc(OC)cc2)c(=O)[nH]c1=O,-0.4%,-1.8%,4.2%,14.3%,1.7%,1.6%,0.3%,-3.7,91,-7.7%,
COc1ccc(C2=NCC(=O)N(CC(=O)NCc3ccco3)c3sc4c(c32)CCCC4)cc1OC,2.3%,-0.6%[50 µM],4.1%,5.0%,1.2%,-5.5%,1.2%,0.3,50,-4.4%,
Cc1cc(C(=O)OCC(=O)Nc2ccc(F)cc2)c(C)n1C1CC1,4.8%,0.7%[50 µM],.,.,1.8%,6.6%,.,0.2,42,.,
CCc1ccc(N2C(=O)CC(=O)NC2=O)cc1,10.7%,0.3%,-1.6%,10.9%,0.9%,-12.2%,0.3%,-0.7,60,2.5%,
CN(C)S(=O)(=O)c1cccc(C(=O)N2CCC(C(=O)O)(c3ccccc3)CC2)c1,-4.2%,-0.1%,10.7%,-0.3%,0.2%,0.0%,-0.1%,0.2,56,14.3%,
Cc1nn(Cc2ccccc2)c(C)c1C(=O)NCc1ccccc1,6.1%,0.1%,0.8%,-1.9%,2.3%,-4.4%,1.4%,-1.6,55,5.8%,
COc1cc(/C=N/NC(=O)CN2CC(c3ccccc3)CC2=O)ccc1OC(=O)N(C)C (stereo not given),-0.6%,0.1%,2.1%,5.9%,0.5%,-4.0%,-0.1%,-1.7,74,1.7%,
S=C1NCCN1,1.3%,-5.2%,2.3%,17.2%,2.3%,-1.5%,0.8%,-0.2,62,3.0%,
Nc1cccc(N=Cc2c(O)n(Cc3ccc(F)cc3)c(=O)[nH]c2=O)c1,7.1%,1.1%,-5.9%,6.3%,2.5%,9.1%,1.2%,1.2,43,22.8%,
FC(F)(F)c1cccc(-n2nnnc2C2(N3CCOCC3)CCCCC2)c1,7.5%,0.2%,4.4%,12.3%,0.5%,-3.4%,-0.2%,1.5,53,2.6%,
Cc1c(C(c2ccccc2Cl)c2c(O)c3ccccc3oc2=O)c(=O)n(-c2ccccc2)n1C (stereo not given),0.1%,0.4%[50 µM],-6.4%,28.5%,1.5%,0.6%,-0.5%,2.6,61,13.8%,
Nc1c(C(=O)NCCCc2ccccc2)c2nc3ccccc3nc2n1Cc1cccs1,12.8%,0.0%,1.4%,-7.5%,6.8%,-10.2%,-0.9%,15.7,101,9.2%,
CCOc1ccc(C2SCC(=O)Nc3c2c(=O)[nH]n3C2CCCCCC2)cc1 (stereo not given),4.7%,1.5%,0.2%,6.8%,-1.2%,7.7%,-0.3%,0.6,77,1.9%,
COc1ccc(NC(=O)c2cn(CCC#N)nc2-c2ccc(OC)c(OC)c2)cc1,-18.8%,-2.4%,-4.2%,20.9%,0.9%,3.9%,-0.1%,2.6,50,3.4%,
